Mito fusion yeast: inhibitors of mitochondrial division or activators of mitochondrial fusion. actives 0.23% (n = 320,000). S. cerevisiae fusion-defective mutant growth rescue, CellTiterGlo 48 h. Potency, µM (series often up to 46.1 µM), inactives show at the highest dose growth rescue (activation), hits mostly activators;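 further: potency means the concentration at half of the fitted maximal effect; % of control where 0% means no effect; nearly all actives have a fitted effect of over 45% in size; temperature-sensitive fusion mutants such as fzo1-1 at 37 °C on non-fermentable ethanol glycerol medium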
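Growth-rescue viability read-out: after 48 h at the non-permissive 37C in glycerol/ethanol YPEG, yeast mitochondrial fusion mutants are measured by CellTiterGlo luminescence; compounds (23 nl pinned per well) restoring growth score as division inhibitors or fusion activators.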
Eya2 phos inh: Eya2 (human) phosphatase inhibition | O00167 | Potency, µM (series often up to 76.9 µM), without a hit: at the highest dose activity, negative = inhibition, hits mostly inhibitors | actives 0.006% (n = 330,000) | recombinant Eya2, OMFP fluorescence dephosphorylation (OMFP is methylfluorescein phosphate); further: potency means the concentration at half of the fitted maximal effect; on the % scale 0 is the no-effect control and ±100 the full control effect
Target sequence (O00167 whole entry, looked up): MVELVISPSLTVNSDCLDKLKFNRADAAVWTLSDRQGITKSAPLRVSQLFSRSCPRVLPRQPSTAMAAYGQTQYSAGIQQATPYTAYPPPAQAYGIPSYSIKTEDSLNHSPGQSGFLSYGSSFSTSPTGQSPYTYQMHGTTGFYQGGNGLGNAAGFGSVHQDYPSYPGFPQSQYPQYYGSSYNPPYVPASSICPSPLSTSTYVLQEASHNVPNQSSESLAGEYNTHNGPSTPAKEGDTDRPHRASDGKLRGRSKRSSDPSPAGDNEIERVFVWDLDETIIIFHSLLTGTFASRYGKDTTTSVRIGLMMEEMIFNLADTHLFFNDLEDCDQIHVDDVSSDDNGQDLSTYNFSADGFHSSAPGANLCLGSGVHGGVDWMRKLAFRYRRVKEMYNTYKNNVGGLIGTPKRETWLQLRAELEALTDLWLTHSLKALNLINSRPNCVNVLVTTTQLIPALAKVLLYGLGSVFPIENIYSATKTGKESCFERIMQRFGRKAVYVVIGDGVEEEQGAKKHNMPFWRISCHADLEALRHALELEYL
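Eya2 (0.2 uM) preincubated 10 min at ambient with compound, then OMFP substrate added at 50 uM; 10 min reaction in 50 mM HEPES pH 7.5, 50 mM NaCl, 5 uM MgCl2, 0.05% BSA, 1 mM DTT. Fluorescence read at Ex 485/Em 525 nm.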
hERG WT inh: inhibitors of human wildtype KCNH2 potassium channel. Q12809. activity change, % at 1.84 µM. actives 0.37% (n = 340,000). U2OS, BacMam KCNH2, thallium flux FluxOr; stronger effect = lower value;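 active means maximum activity change below -70%; inconclusive means maximum activity change between -70% and -50%; inactive means maximum activity change above -50%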; further: on the % scale 0 is the no-effect control and ±100 the full control effect
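U2OS cells transduced with wild-type KCNH2 virus are loaded with FluxOr dye for 45 min, and thallium flux is measured in kinetic reads before and after stimulation buffer. Rate constants are normalized to DMSO controls.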
AT treatment: candidate therapy for ataxia-telangiectasia | […] A-T fibroblasts, KAP-1 phosphorylation AlphaLISA; neocarzinostatin DNA damage 30 min before lysis | Potency, µM (top dose mostly 57.5 µM), inactives show at the top dose activation, usual class: activators | actives 0.19% (n = 320,000); further: potency means the concentration at half of the fitted maximal effect; % of control where 0% means no effect; nearly all actives have a fitted effect of over 45% in size
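ATM-like activity read as KAP-1 phosphorylation via AlphaLISA donor/acceptor antibody pairs after lysis and 6 hr at 25C. Cells were ATM-null patient fibroblasts ([…], hTERT), dosed 60 min, then exposed to the DSB inducer NCS for 30 min.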
USP2a block: inhibitors of human ubiquitin-specific protease USP2a. USP2 core, Ub-CHOP2 coupled fluorogenic reporter, 485/531. O75604. actives 0.01% (n = 330,000). Potency, µM (series often up to 38.3 µM), for inactives: at the highest dose activity change, negative = inhibition, most hits filed as inhibitors;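 further: potency means the concentration at half of the fitted maximal effect; plate controls were DMSO wells for no effect and full inhibition by NEM control for full effect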
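Deubiquitinase activity read as fluorescence (485/531 nm) after Ub-CHOP2 cleavage activates the enterokinase reporter on its substrate; USP2 core 10nM, Ub-CHOP2 and substrate 25nM each, 30min compound preincubation then 60min RT; data normalized to NEM, curves fitted.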
KCNH2 3.1 block: blocks the human KCNH2 3.1 channel isoform; actives 0.95% (n = 340,000); U2OS KCNH2 3.1, thallium flux FluxOr; stronger effect = lower value; activity change, % (tested at about 1.8 µM);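 active means maximum activity change below -70%; inconclusive means maximum activity change from -70% to -50%; inactive means maximum activity change above -50%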;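 further: thallium influx rate constant from kinetic fluorescence after stimulation buffer; on the % scale 0 is the no-effect control and ±100 the full control effect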
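Kinetic fluorescence (2 min after stimulation buffer) measures Tl+ influx through KCNH2 3.1 expressed by viral transduction in U2OS cells; the rate constant is normalized against DMSO controls serving as positive and negative references.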
TRPV1 agonist: human TRPV1 agonism; Q8NER1; TRPV1-expressing cells, Fluo-8 calcium influx, agonist mode; activation, % at 8.33 µM; actives 0.19% (n = 320,000); AID 540275; in the data active means activation above about 80%; inconclusive means between about 30% and that limit; further: 0% is about no effect
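TRPV1-expressing cells were cultured overnight at 35.5C and loaded with Fluo-8 calcium dye for 40 to 90 min at room temperature. After a 10 s baseline, compound was added and calcium influx was read kinetically for 3 min (ex 480/em 520 nm).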
TCR activator: activators of T cell receptors | Potency, µM (titrated, usually from 9.22 µM), for the others: at the highest dose activation of IL-2 secretion, most hits filed as activators | AID 504894 | 330,000 tested, under 10 active | primary human leukocytes, anti-CD3, IL-2 HTRF, 48 h; further: % of control where 0% means no effect
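Activity was scored as IL-2 release from primary human leukocytes given only a TCR signal (a-CD3 beads) plus compound for 48 hr. Detection used a two-antibody HTRF format read at 665nm.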
TSHR antagonist: blocks TSH signaling through the human TSH receptor; P16473; activity change, negative = inhibition, % at 11.5 µM; actives 0.2% (n = 330,000); TSHR-expressing cells, TSH-stimulated cAMP HTRF, 2 h; stronger effect = lower value;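 active means activity change below a set negative limit, meaning inhibition stronger than a set level, cut at about -70% in these data; inconclusive means activity change between two set negative limits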; further: on the % scale 0 is the no-effect control and ±100 the full control effect
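Read-out is FRET at 665 nm (cryptate excitation 337 nm) from a cryptate-tagged anti-cAMP antibody, competed by cell cAMP against cAMP-d2. Compounds are tested on freshly harvested TSHR cells challenged with 4nM TSH (EC80) for 2 hours at 37 deg C.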
ELG1 DNA repair: ELG1-dependent DNA repair inhibition; HEK293T ELG1-luciferase reporter, luminescence, 16 h; DNA damage induced by 5-fluorouridine; Potency, µM (highest dose often 46.1 µM), inactives show top-dose activity change, negative = inhibition, usual class: inhibitors; actives 2.3% (n = 330,000); AID 504467; further: potency means the concentration at half of the fitted maximal effect; on the % scale 0 is the no-effect control and ±100 the full control effect; nearly all actives have a fitted effect of over 55% in size
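Luminescence from the luciferase reporter, measured 30 min after ONE-Glo reagent at room temperature, was the read-out. Beforehand, 2,000 cells per well were exposed for 16 hr at 37 °C to 5-fluorouridine together with compound or vehicle.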
An asterisk follows results filed as active; i = inactive; ? = inconclusive; / = not tested or not shown; & = joins results of further samples; [ ] = dose if it differs, or a comment. Unless noted, the call rests on the fitted dose curve; in most records, active means well fitted curve in the direction sought with a large enough effect; inconclusive means small, poorly fitted or top-dose-only effect, or another doubt; inactive means no such curve, though single readings can be large; an effect the other way counts as inactive or inconclusive. Some of the compounds tested (hit frequency here may not be typical).

SMILES | Mito fusion yeast | Eya2 phos inh | hERG WT inh | AT treatment | USP2a block | KCNH2 3.1 block | TRPV1 agonist | TCR activator | TSHR antagonist | ELG1 DNA repair
COCCN1CCN(C(=O)C2CCC(=O)N(Cc3ccccc3F)C2)CC1 (centres undefined) | -1.7% | 8.4% | 3.4 | 3.7% | -0.9% | 3.7 | 0.1 | 2.3% | 6.7 | 20.2%
CCOC(=O)/C=C1\SCC(=O)N1Cc1nnc(-c2ccccc2Br)o1 | 10.7% | 14.9% | -1.9 | -2.6% | 2.0% | -6.0 | 3.3 | 2.5% | -1.5 | -19.7%
Cc1occc1C(=O)N(C)Cc1nc(-c2ccccc2)no1 | -5.8% | 3.6% | 1.6 | -0.4% | 0.7% | 8.8 | -3.7 | 6.6% | -5.7 | -0.5%
CC(NCc1ccc(S(N)(=O)=O)cc1)C(=O)Nc1cccc(Cl)c1 (centres undefined) | 2.2% | 7.4% | -14.8 | -15.4% | -2.0% | 0.2 | 1.6 | -3.6% | -4.3 | -10.0%
COc1ccc(C(=O)c2sc3nc(-c4ccc(OC)cc4)ccc3c2N)cc1 | -3.6% | -11.3% | i | 2.7% | -0.4% | 4.4 | 8.0 | -4.2%[46.1 µM] | 4.5 | ?
O=C(COC(=O)c1cccc(S(=O)(=O)N2CCOCC2)c1)Nc1nc(-c2ccccc2Cl)cs1 | 0.1% | -4.1% | -14.6 | 0.2% | -4.2% | ? | 1.2 | -7.7% | -5.4 | ?
CC(=O)Nc1ccc(S(=O)(=O)NCCC(=O)Nc2cccc(Cl)c2)cc1 | 0.2% | -7.6% | 3.0 | 2.4% | 1.4% | 10.0 | 2.6 | -11.7% | 7.4 | 1.3%
Cc1ccccc1NC(=O)C1CCCN(S(=O)(=O)c2ccc3c(c2)C(C)(C)C(=O)N3C)C1 (centres undefined) | 1.2% | 0.4% | 2.9 | 9.4% | -3.1% | -3.2 | -0.4 | -3.1% | -8.1 | 18.7%
CN(C)C(=O)c1cccc(-c2csc(N3CCC(C(N)=O)CC3)n2)c1 | -3.1% | 0.7%&-7.9% | / | -12.9%&4.0% | 1.5%&1.2% | / | / | -4.0% | 3.5&-21.0 | ?
O=C(NCCc1ccc2c(c1)OCCO2)c1cc2ccccc2o1 | 1.4% | -9.3%[15.4 µM] | 1.1 | 1.2% | -0.1% | 5.5 | ? | -0.6% | -24.7 | -8.3%
COc1cc(N2CCCC2)c(OC)cc1/C=C1/NC(=S)NC1=O | -6.9% | ? | -0.4 | 0.4% | 8.8% | -11.3 | ? | -2.2%[46.1 µM] | -6.4 | -17.7%
COc1cccc(-c2c(C#N)c(N)nc3c2c(=O)nc2sccn23)c1 | 14.0% | -0.8% | / | -1.9% | 1.4% | / | -1.9 | / | 1.7 | 13.0%
O=C(COC(=O)c1cccc(F)c1)NC(=O)NC1CCCC1 | -6.2% | -14.8% | -11.2 | -6.5% | 0.4% | 1.2 | 7.7 | -12.2% | 5.9 | 14.9%
COCCCNC(=O)/C(C#N)=C/c1c(N2CCN(c3ccccc3)CC2)nc2c(C)cccn2c1=O | 6.3% | -9.7% | -1.6 | -33.3% | 0.0% | 6.5 | 25.1 | -6.2% | -8.9 | 20.6µM*
NNC(=O)c1cn2ccccc2n1 | 0.2% | -7.5% | 14.9 | 6.1% | 1.1% | 10.3 | 5.7 | 0.6% | 8.0 | 27.3%
COc1ccc(-n2c(=O)c(NC(=O)c3ccccc3)c3n(c2=S)CCCCC3)cc1 | 23.9% | -0.1% | 13.4 | 0.0% | 5.1% | -8.6 | 1.1 | -23.0% | -6.9 | 4.4%
CC(C)[C@H](NC(=O)c1ccccc1)C(=O)NCCc1ccccc1 | 0.8% | 2.4% | -3.6 | -0.4% | -0.6% | -4.5 | 1.4 | 0.5% | 17.2 | 3.0%
C=C(C)COc1ccc(-c2nc(N)ncc2-c2ccccc2OC)c(O)c1 | -10.7% | -10.6% | -2.0 | -5.3% | -2.8% | -6.6 | 13.8 | -3.9% | -4.1 | -24.3%
O=c1cc(CSc2nnnn2-c2ccccc2)nc2nc[nH]n12 | 3.9% | 3.0% | 0.1 | 7.1% | -2.8% | 0.3 | -5.2 | -4.9% | 2.5 | 6.5%
COc1ccc(C(CNC(=O)c2ccc(NS(=O)(=O)c3ccc(F)c(C)c3)cc2)N2CCOCC2)cc1 (centres undefined) | -7.0% | -16.5% | 7.0 | 1.8% | 2.9% | 28.0 | -0.3 | 6.9% | -14.7 | -2.5%
CCn1ccnc1CN(C)C(=O)c1cc(COc2ccc(-n3cncn3)cc2)on1 | -3.0% | -2.8% | 4.1 | -2.3% | 4.0% | -5.0 | 1.0 | -4.9% | -1.7 | 1.5%
Cc1nn(-c2nc3ccccc3s2)c(N)c1Sc1ccc(F)cc1 | 0.4% | -2.4% | -7.4 | 1.7% | -1.0% | 3.1 | -1.0 | 3.0% | -5.4 | ?
O=C(COc1ccccc1Br)NC(=O)NC1CCCC1 | 11.5% | 15.7% | 16.5 | 10.7% | -0.1% | 2.1 | 9.9 | 1.6% | 3.6 | ?
Cc1cc(C)n2nc(C(=O)OCC(=O)Nc3ccc(C)c(S(=O)(=O)N(C)C)c3)nc2n1 | 4.4% | 7.4% | 6.5 | 31.8% | 1.0% | -9.8 | 1.6 | 1.4% | -19.4 | 14.6%
COc1ccc([C@]23Cc4ccccc4C(O2)C2=C(CCCC2=O)O3)cc1 | 0.5%[9.22 µM] | 8.2%[15.4 µM] | / | 3.6%[11.5 µM] | -1.4%[7.66 µM] | / | i | / | / | /
c1ccc(-c2cnc(-c3ccccc3)nc2)cc1 | 0.9% | -0.7% | -3.5 | 5.4% | -0.1% | -2.5 | 5.8 | 2.5% | 11.3 | ?
CC1(c2ccccc2)NC(=O)N(CC(=O)Nc2ccc(S(=O)(=O)Nc3ncccn3)cc2)C1=O (centres undefined) | -3.5% | 12.4% | 15.3 | -1.2% | 2.9% | 9.0 | -0.1 | -0.8% | 7.9 | 13.8%
CC(=O)NC(C)Cc1cn(Cc2ccccc2)c2ccccc12 (centres undefined) | 23.6% | -5.7% | -14.9 | 13.9% | 3.5% | 0.7 | -0.4 | 5.5% | ? | 1.8%
Cc1onc(-c2ccccc2Cl)c1C(=O)Nc1ccccc1 | 4.6% | 4.9% | -5.3 | / | 1.7% | -8.2 | -0.7 | -0.7%[46.1 µM] | 2.8 | -17.9%
CN(C)CCNC(C(=O)Nc1cccc(S(=O)(=O)N2CCOCC2)c1)c1ccccc1 (centres undefined) | -3.6% | 3.9% | 2.7 | 5.0% | 0.8% | ? | 0.3 | -3.7% | -4.8 | 26.9%
Cc1oc(-c2ccccc2F)nc1CS(=O)(=O)CC(=O)NC1CCCC(C)C1C (centres undefined) | 5.7% | -7.9% | -11.4 | 24.4% | -1.9% | 15.6 | 14.7 | -1.2% | -10.1 | -2.8%
Cc1cc(SCC(=O)OCC(=O)N(C)c2ccccc2)nc2ccccc12 | 7.1% | -32.6% | -2.6 | 9.2% | 0.7% | -14.4 | 3.6 | 2.8% | -0.4 | 2.6%
CC(C)(C)NC(=O)/C=N/O | -3.8% | -9.1% | 0.6 | 0.0% | 3.9% | 0.7 | -1.3 | -2.6%[46.1 µM] | 9.7 | 10.8%
COc1ccc(C(=O)NC(=S)Nc2ccc3oc(=O)ccc3c2)cc1OC | -1.0% | 5.6% | -3.0 | -4.7% | 1.9% | -98.7* | -1.7 | -4.4%[46.1 µM] | -2.9 | 8.4%
CCOC(=O)C1CCN(C(=O)c2cc(COc3ccc(OC)c4ccccc34)on2)CC1 | -28.4% | -1.0% | 0.2 | 6.1% | -1.7% | -20.1 | 18.9 | -2.1% | -4.9 | ?
O=C(Nc1ccccc1C(=O)Nc1ccncc1)c1cccc([N+](=O)[O-])c1 | -0.2% | 0.7% | 10.6 | 13.4% | -0.7% | / | 1.8 | 1.5% | -6.6 | ?

A second format for part of the listing above:
Order of results – Mito fusion yeast	Eya2 phos inh	hERG WT inh	AT treatment	USP2a block	KCNH2 3.1 block	TRPV1 agonist	TCR activator	TSHR antagonist	ELG1 DNA repair
> Cc1nn(-c2nc3ccccc3s2)c(N)c1Sc1ccc(F)cc1
 : 0.4%	-2.4%	-7.4	1.7%	-1.0%	3.1	-1.0	3.0%	-5.4	?
> COc1ccc(C(=O)NC(=S)Nc2ccc3oc(=O)ccc3c2)cc1OC
 : -1.0%	5.6%	-3.0	-4.7%	1.9%	-98.7*	-1.7	-4.4%[46.1 µM]	-2.9	8.4%
> CCOC(=O)C1CCN(C(=O)c2cc(COc3ccc(OC)c4ccccc34)on2)CC1
 : -28.4%	-1.0%	0.2	6.1%	-1.7%	-20.1	18.9	-2.1%	-4.9	?

Bioassay records (PubChem BioAssay)
